PDI inh: inhibitors of human protein disulfide isomerase; 0.052% of 350,000 active; P07237; PDI insulin aggregation turbidity, A650, 90 min; inhibition, % at 10 µM;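 active = mean inhibition across replicates of 30% or more, whatever share of single replicates reach that level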;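 also: absorbance from insulin aggregation driven by PDI reduction with DTT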
Target sequence (P07237 whole entry, looked up): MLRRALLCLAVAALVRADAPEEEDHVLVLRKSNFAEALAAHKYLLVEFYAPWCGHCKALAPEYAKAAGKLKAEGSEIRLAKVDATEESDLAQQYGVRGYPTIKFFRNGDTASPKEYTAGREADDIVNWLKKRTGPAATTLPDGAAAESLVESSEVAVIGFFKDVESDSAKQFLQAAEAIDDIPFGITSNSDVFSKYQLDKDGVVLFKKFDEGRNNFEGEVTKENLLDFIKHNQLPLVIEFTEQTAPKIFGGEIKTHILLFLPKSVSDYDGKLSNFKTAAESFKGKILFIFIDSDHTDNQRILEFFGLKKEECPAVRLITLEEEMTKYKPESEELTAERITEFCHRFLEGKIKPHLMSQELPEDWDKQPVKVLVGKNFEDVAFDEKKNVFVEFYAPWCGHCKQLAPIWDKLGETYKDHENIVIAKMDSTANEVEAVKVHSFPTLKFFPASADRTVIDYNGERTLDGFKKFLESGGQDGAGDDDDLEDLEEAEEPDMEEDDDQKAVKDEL
NR2E3 ag-1: agonists of human nuclear receptor NR2E3. inhibition of corepressor binding, % at 4.78 µM. 0.12% of 320,000 active. AID 2300. GST-NR2E3/biotin-RetCOR TR-FRET, 1536-well. Q9Y5X4;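 active = percent inhibition above the cutoff of mean plus 3 SD of all tested compounds, set per screening campaign, cut at about 20% in these data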;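 also: 0% = DMSO wells and 100% = biotin wells as full block of FRET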
Target sequence (Q9Y5X4 whole entry, looked up): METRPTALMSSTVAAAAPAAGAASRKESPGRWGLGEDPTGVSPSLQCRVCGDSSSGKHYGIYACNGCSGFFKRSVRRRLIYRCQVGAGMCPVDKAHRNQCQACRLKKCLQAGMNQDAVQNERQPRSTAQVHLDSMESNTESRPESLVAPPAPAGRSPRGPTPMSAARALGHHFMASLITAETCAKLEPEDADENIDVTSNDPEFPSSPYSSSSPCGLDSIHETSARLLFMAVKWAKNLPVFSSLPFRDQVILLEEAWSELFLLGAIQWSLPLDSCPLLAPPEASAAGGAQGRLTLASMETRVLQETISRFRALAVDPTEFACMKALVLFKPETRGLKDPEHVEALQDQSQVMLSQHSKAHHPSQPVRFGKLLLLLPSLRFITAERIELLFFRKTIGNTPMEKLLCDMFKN
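Material: NR2E3–RetCOR corepressor complex | Quantity: 1.35 nM GST-tagged NR2E3 final | Schedule: 5 h at 4 °C | Replication: Singlicate compound wells | Reagent: RetCOR corepressor, biotinylated, 7 nM | Controls: Biotin wells as high control, 0.6% DMSO wells as low control | Signal: TR-FRET, Eu(K)-anti-GST donor, streptavidin-D2 acceptor, ex 340, em 617/671 nm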
CF NFkB block: inhibitors of cystic fibrosis induced NF-kB | 0.86% of 360,000 active | inhibition, % at 5 µM | KKLEB NF-kB-GFP reporter, PAF-induced, GFP fluorescence overnight;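 active = at least 50% inhibition at 5 µM, scaled per plate between neutral and stimulator controls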;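 also: PAF is a Pseudomonas aeruginosa culture filtrate used as stimulus; plate controls were PAF-stimulated DMSO wells for no effect and unstimulated DMSO wells for full effect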
MITF TRPM1 inh: inhibitors of MITF-driven TRPM1 promoter in melanoma cells; SK-MEL-5 TRPM1 promoter luciferase, 24 h; AID 488899; inhibition, % at 12.5 µM; 0.83% of 330,000 active;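 active = mean inhibition across replicates of 60% or more, whatever share of single replicates reaches that level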; also: values of inactives mirror those of a sister screen read the other way
HIF-2a inh: blocks HIF-2a reporter activity; 0.72% of 360,000 active; inhibition, % at 18.8 µM; AID 624352; 786-0 RCC cells HIF-2a reporter, luciferase luminescence, overnight;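 active = inhibition of the luminescence signal of 40% or more relative to plate controls, in a single-dose primary screen at 18.75 µM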
CaV13 FRET inh: Primary screen for inhibitors of IQ motif and Ca2+-dependent inactivation inhibitor domain binding in CACNA1D, Förster resonance energy transfer in living cells, …; HEK cells, CFP/YFP FRET ICDI-IQ, plate reader, 10 min; percent FRET-ratio fall versus neutral wells; inhibition, % at 12.3 µM; 0.098% of 340,000 active;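 active = mean replicate inhibition of at least 30% and at least 1% of replicates passing that level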;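 also: 0% = median of the neutral control wells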
Shn3 3UTR inh: inhibitors of Schnurri-3 3'UTR reporter in osteoblasts; inhibition, % at 12.5 µM; 0.52% of 360,000 active; Clone20 osteoblast Shn3 3'UTR firefly luciferase, 24 h;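 active = mean inhibition of at least 75% with every replicate also reaching 75%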;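 also: 0% = median of neutral control wells and 100% = pilot-screen positive control compound; some compounds past the cut are filed as inactive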
Vif imaging: HIV Vif inhibition. 0.35% of 340,000 active. HEK293T cells, Vif self-association by quenched fluorescence, imaging, 24 h. inhibition, % at 7.49 µM. AID 602346; in the data active = inhibition above about 50%, passing the limit was not always enough; also: some results filed as inactive read as strong as hits
KKLEB tox: CF airway cell cytotoxicity counter-screen; KKLEB CF airway cells viability, ATPlite luminescence, overnight; stronger effect = lower value; cells stimulated with P. aeruginosa culture filtrate; activity change (cytotoxicity), % at 5 µM; 0.36% of 360,000 active; AID 602141;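 active = corrected activity change at or below -50% at 5 µM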
NR2E3 ag-2: activates human NR2E3 receptor; inhibition of corepressor binding, % at 3.98 µM; AID 602229; CHO-S Gal4-NCOR/VP16-NR2E3 two-hybrid, luciferase; 0.35% of 360,000 active;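 active = inhibition above the mean of all tested compounds plus 3 SD, cut at about 70% in these data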;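 also: 0% = DMSO with NR2E3 transfected cells and 100% = cells lacking NR2E3 construct; higher means lower luciferase signal from less NR2E3 corepressor binding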
Peg3 promoter: Peg3 promoter activity inhibition; HeLa PEG-Prom luciferase reporter, luminescence, overnight; inhibition, % at 20 µM; 1.7% of 360,000 active; AID 588405;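 active = inhibition of at least 50% at 20 µM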
The depositor's hits bear a star.

Preview:
Cc1ccc(OCc2nnc(SCC(=O)Nc3ncc(C)s3)o2)cc1 was read as PDI inh 6, NR2E3 ag-1 -4, CF NFkB block 1, MITF TRPM1 inh 0, HIF-2a inh -20, CaV13 FRET inh -1, Shn3 3UTR inh -8, Vif imaging 0, KKLEB tox 7, NR2E3 ag-2 -6 and Peg3 promoter -15.
COc1cc(-c2nnc(-c3ccco3)o2)ccc1OCc1ccccc1 was read as PDI inh 6, NR2E3 ag-1 2, CF NFkB block -4, MITF TRPM1 inh -48, HIF-2a inh -247, CaV13 FRET inh -4, Shn3 3UTR inh -36, Vif imaging -11, KKLEB tox 8, NR2E3 ag-2 -85 and Peg3 promoter -144.

This part in full, previewed entries included:
Cc1ccc(OCc2nnc(SCC(=O)Nc3ncc(C)s3)o2)cc1 was read as PDI inh 6, NR2E3 ag-1 -4, CF NFkB block 1, MITF TRPM1 inh 0, HIF-2a inh -20, CaV13 FRET inh -1, Shn3 3UTR inh -8, Vif imaging 0, KKLEB tox 7, NR2E3 ag-2 -6 and Peg3 promoter -15.
COc1cc(-c2nnc(-c3ccco3)o2)ccc1OCc1ccccc1 was read as PDI inh 6, NR2E3 ag-1 2, CF NFkB block -4, MITF TRPM1 inh -48, HIF-2a inh -247, CaV13 FRET inh -4, Shn3 3UTR inh -36, Vif imaging -11, KKLEB tox 8, NR2E3 ag-2 -85 and Peg3 promoter -144.
Screening CC[C@]12c3[nH]c4cc(-c5ccco5)ccc4c3CCN1C(=O)[C@@H](CC(=O)NCCC1=CCCCC1)C[C@@H]2C(=O)N1CCN(C(=O)C2CC2)CC1 returned PDI inh 9, CF NFkB block -13, MITF TRPM1 inh 7, HIF-2a inh -13, CaV13 FRET inh -6, Shn3 3UTR inh 7, Vif imaging -14, KKLEB tox -17, NR2E3 ag-2 -16 and Peg3 promoter 13.
C/C(=N\Nc1ccccc1C)c1cccnc1 was read as PDI inh 0, NR2E3 ag-1 -2, CF NFkB block -1, MITF TRPM1 inh -25, HIF-2a inh -60, CaV13 FRET inh -2, Shn3 3UTR inh -31, Vif imaging -10, KKLEB tox -1, NR2E3 ag-2 10 and Peg3 promoter -76.
Cn1cc(C(=O)NCc2cccs2)c(=O)c2cc(S(=O)(=O)N3CCCC3)ccc21 was read as PDI inh 1, NR2E3 ag-1 -3, CF NFkB block -25, MITF TRPM1 inh 5, HIF-2a inh 8, CaV13 FRET inh -5, Shn3 3UTR inh -9, Vif imaging -15, KKLEB tox 6, NR2E3 ag-2 -18 and Peg3 promoter 10.
CCC(=O)N1CCN(CCN=CC2=C(O)CC(c3ccc(OC)cc3)CC2=O)CC1 (stereo not drawn) was read as PDI inh 14, NR2E3 ag-1 -2, CF NFkB block 5, MITF TRPM1 inh -4, HIF-2a inh 9, CaV13 FRET inh -18, Shn3 3UTR inh -5, Vif imaging 16, KKLEB tox -5, NR2E3 ag-2 -19 and Peg3 promoter -1.
Screening CC(C)(C)c1ccc(S(=O)(=O)CCc2ccccn2)cc1 returned PDI inh -2, NR2E3 ag-1 3, CF NFkB block -9, MITF TRPM1 inh -54, HIF-2a inh -172, CaV13 FRET inh -5, Shn3 3UTR inh -64, Vif imaging -11, KKLEB tox 8, NR2E3 ag-2 -66 and Peg3 promoter -226.
`CC(Oc1ccc(C(=O)c2ccc(F)cc2)cc1)C(=O)N1CCOCC1` (stereo not drawn) gave PDI inh 3, NR2E3 ag-1 -4, CF NFkB block -16, MITF TRPM1 inh 3, HIF-2a inh 7, CaV13 FRET inh -6, Shn3 3UTR inh 5, KKLEB tox -3, NR2E3 ag-2 -2 and Peg3 promoter -4.
Cc1cc(OC(=O)Cc2cccc3ccccc23)c([N+](=O)[O-])c(=O)[nH]1 was read as PDI inh 3, NR2E3 ag-1 -1, CF NFkB block 10, MITF TRPM1 inh 2, HIF-2a inh 11, CaV13 FRET inh -5, Shn3 3UTR inh 7, Vif imaging -2, KKLEB tox 8, NR2E3 ag-2 -16 and Peg3 promoter 10.
For CC1CCN(S(=O)(=O)c2ccc3c(ccn3CCC(=O)N3CCCCC3)c2)CC1 the results were PDI inh 1, NR2E3 ag-1 -2, CF NFkB block -2, MITF TRPM1 inh 12, HIF-2a inh 6, CaV13 FRET inh -7, Shn3 3UTR inh 2, Vif imaging 2, KKLEB tox 0, NR2E3 ag-2 -8 and Peg3 promoter 21.
`COc1ccccc1/C=C(\NC(=O)c1ccc(OC)c(OC)c1)C(=O)Nc1cc([N+](=O)[O-])ccc1C` gave PDI inh 9, NR2E3 ag-1 6, CF NFkB block 20, MITF TRPM1 inh 8, HIF-2a inh 13, CaV13 FRET inh -2, Shn3 3UTR inh 8, Vif imaging 9, KKLEB tox -39, NR2E3 ag-2 -4 and Peg3 promoter 47.
`CC(C)(C)c1ccc(OCCCC(=O)Nc2nnc(C3CC3)s2)cc1` gave PDI inh 6, CF NFkB block 3, HIF-2a inh 1, CaV13 FRET inh -7, Shn3 3UTR inh 13, Vif imaging -15, KKLEB tox 0, NR2E3 ag-2 -41 and Peg3 promoter 2.
Clc1ccccc1-c1nn2c(-c3ccncc3)nnc2s1 was read as PDI inh 0, NR2E3 ag-1 3, CF NFkB block 31, MITF TRPM1 inh -53, HIF-2a inh -14, Shn3 3UTR inh 23, Vif imaging -6, KKLEB tox 2, NR2E3 ag-2 -20 and Peg3 promoter -37.
Cc1ccc(Cn2c(=N)c(C(=O)NCc3ccco3)cc3c(=O)n4ccccc4nc32)cc1 was read as PDI inh -5, NR2E3 ag-1 2, CF NFkB block 0, MITF TRPM1 inh -11, HIF-2a inh -7, CaV13 FRET inh 1, Shn3 3UTR inh -4, Vif imaging 3, KKLEB tox -4, NR2E3 ag-2 -14 and Peg3 promoter -12.
For Cc1ccc(S(=O)(=O)Nc2ccccc2/C=N/c2nc3ccccc3n2C(C)C)cc1 the results were PDI inh -2, NR2E3 ag-1 -2, CF NFkB block 24, MITF TRPM1 inh 10, HIF-2a inh 10, CaV13 FRET inh -6, Shn3 3UTR inh 9, Vif imaging -1, KKLEB tox 13, NR2E3 ag-2 -11 and Peg3 promoter 15.
`COC(C/C=C/[C@@H](O)COCc1ccccc1)OC` gave PDI inh -4, NR2E3 ag-1 1, CF NFkB block 2, MITF TRPM1 inh -15, HIF-2a inh 8, CaV13 FRET inh -11, Shn3 3UTR inh -5, Vif imaging 0, KKLEB tox 9, NR2E3 ag-2 -10 and Peg3 promoter -10.
O=C(NCCc1ccccc1)c1cc([N+](=O)[O-])ccc1N1CCOCC1 was read as PDI inh -11, CF NFkB block -6, MITF TRPM1 inh 4, HIF-2a inh 2, CaV13 FRET inh -7, Shn3 3UTR inh -8, Vif imaging -1, KKLEB tox 14, NR2E3 ag-2 7 and Peg3 promoter -6.
S=C1NC[C@H](Cc2ccccc2)N1CC1CCN(CCCCc2ccccc2)CC1 was read as PDI inh -2, CF NFkB block 5, MITF TRPM1 inh 2, HIF-2a inh -1, CaV13 FRET inh -11, Shn3 3UTR inh -8, KKLEB tox 1, NR2E3 ag-2 0 and Peg3 promoter -2.
For Cc1ccc(NC(=O)/C=C/c2ccc(S(=O)(=O)N3CCOCC3)cc2)cc1S(=O)(=O)N(C)C the results were PDI inh -8, CF NFkB block -11, MITF TRPM1 inh 21, HIF-2a inh 11, CaV13 FRET inh -17, Shn3 3UTR inh 47, Vif imaging 20, KKLEB tox -18, NR2E3 ag-2 15 and Peg3 promoter 42.
COc1ccc(S(=O)(=O)NC(C)C(=O)NCc2cccnc2)cc1OC (stereo not drawn) was read as PDI inh -1, NR2E3 ag-1 -2, CF NFkB block -1, MITF TRPM1 inh 8, HIF-2a inh 5, CaV13 FRET inh -4, Shn3 3UTR inh -18, Vif imaging 16, KKLEB tox -1, NR2E3 ag-2 2 and Peg3 promoter 3.
Cc1csc(SC(C)c2nc3scc(-c4ccccc4)c3c(=O)[nH]2)n1 (stereo not drawn) was read as PDI inh 2, NR2E3 ag-1 4, CF NFkB block 2, MITF TRPM1 inh -1, HIF-2a inh 14, CaV13 FRET inh -4, Shn3 3UTR inh 22, Vif imaging -5, KKLEB tox -9, NR2E3 ag-2 3 and Peg3 promoter 10.
`COc1cccc(CC(=O)Nc2nc(-c3ccc(OC)c(OC)c3)cs2)c1` gave PDI inh -5, NR2E3 ag-1 4, CF NFkB block 11, MITF TRPM1 inh -1, HIF-2a inh -15, CaV13 FRET inh -2, Shn3 3UTR inh 15, Vif imaging -6, KKLEB tox -13, NR2E3 ag-2 34 and Peg3 promoter 8.
`Cc1csc(SCC(=O)NC(C)C2CC3CCC2C3)n1` (stereo not drawn) gave PDI inh -2, NR2E3 ag-1 3, CF NFkB block 22, MITF TRPM1 inh -5, HIF-2a inh 14, CaV13 FRET inh -5, Shn3 3UTR inh -6, Vif imaging -4, KKLEB tox -8, NR2E3 ag-2 -20 and Peg3 promoter 2.
For CCCn1nc(C(=O)OCC(=O)c2c(N)n(C)c(=O)n(C)c2=O)c2ccccc2c1=O the results were PDI inh 2, NR2E3 ag-1 3, CF NFkB block 14, MITF TRPM1 inh 2, HIF-2a inh 2, CaV13 FRET inh 1, Shn3 3UTR inh -5, Vif imaging -5, KKLEB tox -6, NR2E3 ag-2 -5 and Peg3 promoter 14.
Screening CN(CCc1cnn(C)c1)Cc1cn(C)nc1-c1ccc2c(c1)OCCO2 returned PDI inh 0, NR2E3 ag-1 1, CF NFkB block -1, MITF TRPM1 inh 0, HIF-2a inh -7, CaV13 FRET inh -4, Shn3 3UTR inh 6, Vif imaging 3, KKLEB tox 10, NR2E3 ag-2 -9 and Peg3 promoter -13.
`C/C(NCCc1ccc(O)cc1)=C1/CCOC1=O` gave PDI inh -42, CF NFkB block -6, HIF-2a inh -12, CaV13 FRET inh -15, Shn3 3UTR inh 2, Vif imaging -1, KKLEB tox 5, NR2E3 ag-2 -8 and Peg3 promoter 4.
`CCN1CCN(C(=O)c2ccc(CN(c3ccc(C)c(C)c3)S(C)(=O)=O)cc2)CC1` gave PDI inh 4, NR2E3 ag-1 -1, CF NFkB block 18, MITF TRPM1 inh -16, HIF-2a inh 11, CaV13 FRET inh -5, Shn3 3UTR inh -17, Vif imaging 5, KKLEB tox 1, NR2E3 ag-2 -13 and Peg3 promoter 9.
Screening Cc1sc2ncnc(SCC(=O)c3ccc(O)cc3O)c2c1C returned PDI inh -3, NR2E3 ag-1 0, CF NFkB block 16, MITF TRPM1 inh 0, HIF-2a inh -21, CaV13 FRET inh -3, Shn3 3UTR inh 6, Vif imaging -4, KKLEB tox -5, NR2E3 ag-2 -7 and Peg3 promoter 1.
C[C@H]1CC[C@@]2(O[C@H](CCO)C[C@@H](O)[C@@H]2O)O1 was read as PDI inh -5, NR2E3 ag-1 3, CF NFkB block -14, MITF TRPM1 inh 4, HIF-2a inh 9, CaV13 FRET inh -5, Shn3 3UTR inh 5, Vif imaging -7, KKLEB tox -19, NR2E3 ag-2 0 and Peg3 promoter -1.
Screening C=CCN1CN(CCc2ccccc2)CNC1=S returned PDI inh 1, NR2E3 ag-1 2, CF NFkB block 0, HIF-2a inh 7, CaV13 FRET inh -18, Shn3 3UTR inh -3, Vif imaging 1, KKLEB tox 3, NR2E3 ag-2 2 and Peg3 promoter 10.

Screening results as filed in PubChem BioAssay.
